Source: PubChem BioAssay
mcGAS inh: mouse cGAS inhibition by luminescence; Q8C6L5; recombinant cGAS, Kinase-Glo ATP depletion luminescence; inhibition, % at 12.5 µM; hit rate 0.15% among 160,000;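 note: 0% = negative control wells and 100% = reference inhibitor with no enzyme activity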
hcGAS inh: blocks human cGAS activity | recombinant h-cGAS, ATP depletion, Kinase-Glo luminescence | inhibition, % at 12.5 µM | AID 1259398 | hit rate 0.081% among 290,000;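 note: 0% = vehicle reaction and 100% = reaction without DNA for no activity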
Target sequence (Q8N884 whole entry, looked up): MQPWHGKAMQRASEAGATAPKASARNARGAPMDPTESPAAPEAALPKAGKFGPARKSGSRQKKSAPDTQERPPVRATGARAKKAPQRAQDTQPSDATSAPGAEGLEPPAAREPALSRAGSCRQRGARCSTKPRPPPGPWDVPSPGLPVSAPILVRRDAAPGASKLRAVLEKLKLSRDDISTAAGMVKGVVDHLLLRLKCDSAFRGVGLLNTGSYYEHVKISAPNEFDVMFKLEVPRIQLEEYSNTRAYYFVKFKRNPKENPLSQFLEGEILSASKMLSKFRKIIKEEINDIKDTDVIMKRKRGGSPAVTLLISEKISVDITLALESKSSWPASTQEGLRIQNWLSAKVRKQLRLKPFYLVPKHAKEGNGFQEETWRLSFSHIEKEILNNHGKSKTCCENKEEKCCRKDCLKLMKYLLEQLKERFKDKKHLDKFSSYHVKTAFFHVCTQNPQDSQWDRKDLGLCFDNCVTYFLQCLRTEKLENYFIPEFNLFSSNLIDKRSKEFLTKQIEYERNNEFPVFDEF
NPYLR7 agonist: mosquito NPYLR7 agonism | AID 1259423 | HEK293T NPYLR7/Galpha15, GCaMP6s calcium fluorescence | activation, % at 10 µM | hit rate 0.15% among 270,000; in the data active = activation above about 40%;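 note: 0% = vehicle and 100% = reference agonist at the receptor; some compounds past the cut are filed as inactive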
Starred values were filed as active, the others as inactive; & = joins results of further samples. Cut-off read from the data, not from the text of the source, unless noted: active = inhibition above about 40%; inactive = the rest.

Results for CNc1ncc(CN(C)S(=O)(=O)NCc2ccccc2)cn1 ?
hcGAS inh: -5; NPYLR7 agonist: -7

How did Cc1ccsc1C(=O)N1CCC1(C)C(=O)NCCC#N (stereo unspecified) do in these assays?
hcGAS inh: -10; NPYLR7 agonist: 4

Results for COCCOC(=O)C1=C(C)N(C)C(=O)NC1c1ccccc1 (stereo unspecified) ?
hcGAS inh: -11; NPYLR7 agonist: 3

Results for CCc1cc(C(=O)NCc2cccnc2Oc2cccc(C(F)(F)F)c2)no1 ?
hcGAS inh: -3; NPYLR7 agonist: -2

Results for CC(=O)Nc1ccc(Cl)c(-c2nc3ccccc3o2)c1 ?
mcGAS inh: -3; hcGAS inh: -3; NPYLR7 agonist: -2

What do the screens show for `CCOC(=O)N1CCN(C(=O)c2cc(-c3ccc(C)c(C)c3)nn2-c2cccc([N+](=O)[O-])c2)CC1`?
mcGAS inh: -4; hcGAS inh: -1; NPYLR7 agonist: 19

What do the screens show for `Cc1cc(C)c(NC(=O)N2CCC3(CC2)OCCc2c3[nH]c3ccc(C)cc23)c(C)c1`?
mcGAS inh: -4; hcGAS inh: -3; NPYLR7 agonist: 1

How did COc1ccc(C(NC(=O)C2CCN(CCCN3C(=O)C4CCCCC4C3=O)CC2)c2ccccc2C)cn1 (stereo unspecified) do in these assays?
mcGAS inh: -1; hcGAS inh: -1; NPYLR7 agonist: -3

What do the screens show for `CCCn1c(=O)c2c(nc3n2CC(C)=NN3Cc2ccc(C)cc2)n(C)c1=O`?
hcGAS inh: 0; NPYLR7 agonist: -16

What do the screens show for `CNS(=O)(=O)c1cc(C(=O)N(C)c2ccccc2)cc(C)c1C`?
mcGAS inh: -3; hcGAS inh: -2&2; NPYLR7 agonist: 1&-1

What do the screens show for `COC(=O)C1=C(C)NC(C)=C(C(=O)OC)C1c1ccc(Cl)c(Cl)c1`?
mcGAS inh: -5; hcGAS inh: 1; NPYLR7 agonist: -4

How did CCOC(=O)C1(C)CCCCCN1C(=O)c1ccc2c(c1)CCO2 (stereo unspecified) do in these assays?
hcGAS inh: 1; NPYLR7 agonist: -2

Results for COc1ccc(N2CCN(C(=O)c3cc(-c4cccc(OC)c4)n4nc(-c5ccccc5)cc4n3)CC2)cc1 ?
mcGAS inh: -8; hcGAS inh: -7; NPYLR7 agonist: 12

What do the screens show for `Cc1nc(N2CCN(C(=O)c3ccco3)CC2)cc(-n2cccn2)n1`?
mcGAS inh: -7; hcGAS inh: -4; NPYLR7 agonist: -9

What do the screens show for `COc1cccc(-c2cccc(-c3ccc(NC(=O)COc4ccc(Cl)cc4)cc3)n2)c1`?
mcGAS inh: -5; hcGAS inh: 9; NPYLR7 agonist: -2

What do the screens show for `O=C(CN(CC1CCCO1)C(=O)c1ccc(Cl)cc1Cl)N(Cc1ccccc1)Cc1ccco1` (stereo unspecified)?
mcGAS inh: -5; hcGAS inh: -8; NPYLR7 agonist: -8

Results for COCCOC(=O)C1=C(C)NC2=C(C(=O)CC(c3ccccc3)C2)C1c1ccc2c(c1)OCO2 (stereo unspecified) ?
mcGAS inh: -6; hcGAS inh: -6; NPYLR7 agonist: 16

Results for O=C1C2C3C=CC(C3)C2C(=O)N1c1ccc(Br)cc1 (stereo unspecified) ?
mcGAS inh: -6&-5; hcGAS inh: -7&-8; NPYLR7 agonist: 2&0

What do the screens show for `Cc1nc2c(OCCOc3ccc(F)cc3)cccn2c1N(C)C(=O)C1CCCCC1`?
mcGAS inh: -5; hcGAS inh: -3; NPYLR7 agonist: 5

What do the screens show for `COc1ccc(C(=O)N2CCOC(CCCC(C)C)C2)o1` (stereo unspecified)?
hcGAS inh: -7; NPYLR7 agonist: 13

How did CN1C(=O)NC(c2ccc(C(C)(C)C)cc2)C2=C1CN(CC(=O)NCCc1ccccn1)C2=O (stereo unspecified) do in these assays?
mcGAS inh: 2; hcGAS inh: 0; NPYLR7 agonist: -2

What do the screens show for `CSc1nc(NC(C)C)c2cnn(CCNC(=O)c3ccc4c(c3)OCO4)c2n1`?
mcGAS inh: -5; hcGAS inh: -5

How did Cc1cc(=O)[nH]c(SCCCOc2cccc(Br)c2)n1 do in these assays?
hcGAS inh: -11; NPYLR7 agonist: 28

Results for CN(C)c1ccc(Nc2cc(-c3ccco3)ncn2)cc1 ?
hcGAS inh: -1; NPYLR7 agonist: 4

Three compounds drawn at random from those above:
What do the screens show for `COc1cccc(-c2cccc(-c3ccc(NC(=O)COc4ccc(Cl)cc4)cc3)n2)c1`?
mcGAS inh: -5; hcGAS inh: 9; NPYLR7 agonist: -2

What do the screens show for `O=C(CN(CC1CCCO1)C(=O)c1ccc(Cl)cc1Cl)N(Cc1ccccc1)Cc1ccco1` (stereo unspecified)?
mcGAS inh: -5; hcGAS inh: -8; NPYLR7 agonist: -8

Results for O=C1C2C3C=CC(C3)C2C(=O)N1c1ccc(Br)cc1 (stereo unspecified) ?
mcGAS inh: -6&-5; hcGAS inh: -7&-8; NPYLR7 agonist: 2&0

Compounds listed so far that have sulfur (5):
Results for CNc1ncc(CN(C)S(=O)(=O)NCc2ccccc2)cn1 ?
hcGAS inh: -5; NPYLR7 agonist: -7

How did Cc1ccsc1C(=O)N1CCC1(C)C(=O)NCCC#N (stereo unspecified) do in these assays?
hcGAS inh: -10; NPYLR7 agonist: 4

What do the screens show for `CNS(=O)(=O)c1cc(C(=O)N(C)c2ccccc2)cc(C)c1C`?
mcGAS inh: -3; hcGAS inh: -2&2; NPYLR7 agonist: 1&-1

What do the screens show for `CSc1nc(NC(C)C)c2cnn(CCNC(=O)c3ccc4c(c3)OCO4)c2n1`?
mcGAS inh: -5; hcGAS inh: -5

How did Cc1cc(=O)[nH]c(SCCCOc2cccc(Br)c2)n1 do in these assays?
hcGAS inh: -11; NPYLR7 agonist: 28

Next entries follow.
What do the screens show for `Cc1cccc(-c2n[nH]c(=S)n2CC(=O)N(C2CCCCC2)C2CC2)c1`?
hcGAS inh: -3; NPYLR7 agonist: 1

What do the screens show for `COc1ccc(C(=O)Nc2c(N)nc(SCc3ccc(C)cc3)[nH]c2=O)cc1OC`?
mcGAS inh: -7; hcGAS inh: -8; NPYLR7 agonist: 2

Results for FC(F)(F)c1nc2ccccc2n1Cc1nnsc1Cl ?
mcGAS inh: -17; hcGAS inh: -17; NPYLR7 agonist: -1

How did CCn1cc(NC(=O)c2ccc(C)cc2C)ccc1=O do in these assays?
hcGAS inh: -3; NPYLR7 agonist: 6

Results for CC(c1ccc(Cl)cc1)N(C)C(=O)c1ccc[nH]1 (stereo unspecified) ?
hcGAS inh: -14; NPYLR7 agonist: 7

What do the screens show for `Cc1cccc(CNC(=O)C(C2CCCC2)N2CCN(C(=O)c3ccccc3F)CC2)c1` (stereo unspecified)?
hcGAS inh: 0; NPYLR7 agonist: -3

What do the screens show for `COc1cc(OC)cc(C(=O)Nc2ccc(-c3nc4cc(C)cc(C)c4o3)cc2)c1`?
mcGAS inh: -3; hcGAS inh: -3; NPYLR7 agonist: -3

What do the screens show for `COc1ccc(C(=O)N(CC(=O)N2CCc3sccc3C2c2ccc(Cl)cc2Cl)CC2CCCO2)c(OC)c1` (stereo unspecified)?
mcGAS inh: -4; hcGAS inh: -4

What do the screens show for `Cc1ccc(Cl)cc1Nc1ccc(F)c2c1C(=O)CC2C` (stereo unspecified)?
mcGAS inh: -19; hcGAS inh: -5; NPYLR7 agonist: 0

What do the screens show for `COc1ccccc1/C=C/C=C1\N=C(c2ccc(Cl)c([N+](=O)[O-])c2)OC1=O`?
mcGAS inh: -4; hcGAS inh: -4; NPYLR7 agonist: 1

Results for COc1ccc(CN2CCN(c3ccc(Cl)cc3C)C(=O)C2C)cc1 (stereo unspecified) ?
mcGAS inh: -6; hcGAS inh: -5; NPYLR7 agonist: 2

What do the screens show for `O=C1NC2(CCN(Cc3ccccc3Cl)CC2)Nc2ccccc21`?
mcGAS inh: -3; hcGAS inh: 0; NPYLR7 agonist: -1

How did CS(=O)(=O)N1CCC(C(=O)Nc2c3c(nn2CC(=O)NCCc2ccccc2)CSC3)CC1 do in these assays?
mcGAS inh: 2; hcGAS inh: 4; NPYLR7 agonist: 1

How did COCC(=O)NC1CCN(c2ccccc2C(=O)N2CCCC2)CC1 do in these assays?
mcGAS inh: -6; hcGAS inh: -3; NPYLR7 agonist: 0

How did CC(NC(=O)C1(C)CCCN1C(=O)OC(C)(C)C)c1ccc(F)c(F)c1 (stereo unspecified) do in these assays?
hcGAS inh: 4; NPYLR7 agonist: 0

How did CCC(=O)NCC(=O)Nc1c(C)cnn1Cc1cc(F)ccc1F do in these assays?
mcGAS inh: -14; hcGAS inh: -5; NPYLR7 agonist: -7

Results for CCCCNC(=O)COc1ccc(S(=O)(=O)N2CCCC2)cc1[N+](=O)[O-] ?
mcGAS inh: -8; hcGAS inh: -4; NPYLR7 agonist: 1

Results for COc1cc(CN2C(=O)C(CCc3ccccc3)ON=C2c2cnccn2)cc(OC)c1 (stereo unspecified) ?
hcGAS inh: -7; NPYLR7 agonist: 8

What do the screens show for `CCn1c(=O)c2c(nc3n2CC(C)CN3c2ccc(Cl)cc2)n(C)c1=O` (stereo unspecified)?
hcGAS inh: -11; NPYLR7 agonist: 1

How did NC(=O)C(NC(=O)c1cc(Br)c(Br)s1)c1ccccc1 (stereo unspecified) do in these assays?
hcGAS inh: 1; NPYLR7 agonist: 1

Results for c1cn(CCCCN2CCCCCC2)c(C2CC2)n1 ?
hcGAS inh: -9; NPYLR7 agonist: 0

What do the screens show for `O=C(NCCNC(=O)[C@H]1CCCN1C(=O)C1CC1)c1ccccc1`?
mcGAS inh: -10; hcGAS inh: -6; NPYLR7 agonist: 28

How did CN1CCN(S(=O)C23CC4CC(CC(C4)C2)C3)CC1 (stereo unspecified) do in these assays?
hcGAS inh: -4; NPYLR7 agonist: 1

How did CC(C)C(=O)N1CCN(c2ccc([N+](=O)[O-])cc2Cl)CC1 do in these assays?
hcGAS inh: -2; NPYLR7 agonist: -4

How did CCCCc1ccc(C(=O)N(CCOC)CC(=O)Nc2cc(C(C)(C)C)nn2-c2ccc(C)cc2C)cc1 do in these assays?
mcGAS inh: -8; hcGAS inh: -13

Results for COc1ccc(Cl)cc1-n1c(C)cn2c3c(=O)n(CCN4CCOCC4)c(=O)n(C)c3nc12 ?
hcGAS inh: -1; NPYLR7 agonist: -3

What do the screens show for `Nc1nc(Cl)cc(NCC2CCc3ccccc3N2)n1` (stereo unspecified)?
hcGAS inh: -10; NPYLR7 agonist: 15

Results for O=[N+]([O-])c1ccc2[nH]c(O)c(N=NC(=S)NC3CCCCC3)c2c1 ?
hcGAS inh: -7; NPYLR7 agonist: 6

What do the screens show for `CN1C[C@H]2CN(C)c3ccccc3[C@@H]2N(C(=O)CC2CCCC2)CCC1=O`?
mcGAS inh: -1; hcGAS inh: 3; NPYLR7 agonist: 1

Results for CC(=O)N(C)CC(=O)Nc1ccc(Cl)c(C(=O)NC2CCCCC2)c1 ?
hcGAS inh: 0; NPYLR7 agonist: 6

How did CC(C)(CNC(=O)CC1C(=O)NCCN1Cc1cccs1)N1CCCC1 (stereo unspecified) do in these assays?
mcGAS inh: -13; hcGAS inh: -1; NPYLR7 agonist: -1

Results for CN(C)C(=O)CSc1nc2ccccc2c2nc3ccccc3n12 ?
mcGAS inh: -4; hcGAS inh: 3; NPYLR7 agonist: 10

What do the screens show for `COc1ccc(N2CCn3c(SC/C=C/c4ccccc4)nnc32)cc1`?
mcGAS inh: -8; hcGAS inh: -5; NPYLR7 agonist: 6

What do the screens show for `Cc1nn(C)c2sc(C(=O)NCC3OCCc4sccc43)cc12` (stereo unspecified)?
mcGAS inh: -15; hcGAS inh: -9; NPYLR7 agonist: 1

How did O=c1cc(CN2CCOCC2)nc2sccn12 do in these assays?
hcGAS inh: -8; NPYLR7 agonist: 4

How did Cc1ccc(OCCCn2cnc3ccccc32)cc1 do in these assays?
mcGAS inh: 1; hcGAS inh: 0; NPYLR7 agonist: -1

Results for COCCOC(=O)c1c2c(n3ccccc13)C(=O)c1ccccc1C2=O ?
mcGAS inh: -1; hcGAS inh: 0; NPYLR7 agonist: -5

Results for CCOC(=O)C(Cc1ccccc1)NC(=O)N1CCN(c2c(Cc3ccccc3)c(C)nc3ncnn23)CC1 (stereo unspecified) ?
mcGAS inh: -5; hcGAS inh: -3

Results for Cc1ccc(C2(C(=O)N3CCC4(CCCO4)CC3)CC2)cc1 ?
mcGAS inh: -14; hcGAS inh: -6; NPYLR7 agonist: 10

Results for CCc1nnc(NC(=O)C2(c3ccccc3)CCC2)s1 ?
hcGAS inh: -8; NPYLR7 agonist: -8

What do the screens show for `O=C(c1ccc(F)cc1)N(Cc1ccco1)C1CCS(=O)(=O)C1` (stereo unspecified)?
hcGAS inh: -5; NPYLR7 agonist: 12

Results for COc1ccc(S(=O)(=O)N2CCCC(C)C2)cc1N1CCN(C(=O)c2cccc3ccccc23)CC1 (stereo unspecified) ?
mcGAS inh: -8; hcGAS inh: -6; NPYLR7 agonist: 2

How did COCCCn1cc(C(=O)N2CCN(C)CC2)c2nn(-c3ccccc3)c(=O)c-2c1 do in these assays?
mcGAS inh: -9; hcGAS inh: -7; NPYLR7 agonist: 3

How did O=C(O)CSCC(=O)N1CCCCC1 do in these assays?
hcGAS inh: -7; NPYLR7 agonist: -1

Results for CN(C)C(=O)c1ccc2c(c1)N(C)C(CC(=O)NCCn1cncn1)CO2 (stereo unspecified) ?
hcGAS inh: -1; NPYLR7 agonist: 4

Results for COc1ccc(C(=O)N2CCN(c3ccc(F)cc3)CC2)cc1[N+](=O)[O-] ?
hcGAS inh: -6; NPYLR7 agonist: -2

What do the screens show for `CN(c1ccccc1)N1CC(C(=O)N2CCC(O)(Cc3ccccc3)CC2)CC1=O` (stereo unspecified)?
mcGAS inh: -4; hcGAS inh: -5; NPYLR7 agonist: -22

What do the screens show for `Fc1ccc2nc(N3CCc4ccccc4C3)sc2c1`?
mcGAS inh: -8; hcGAS inh: -9; NPYLR7 agonist: 8

Results for CCC(=O)NCc1cc(S(N)(=O)=O)ccc1OC ?
hcGAS inh: -4; NPYLR7 agonist: 6
